CR mimetic SO: caloric restriction mimetics inhibiting age-related superoxide in yeast. S. cerevisiae aged cells, superoxide DHE fluorescence; hits give low values. superoxide response (% of plate mean), % at 10 µM. actives 0.18% (n = 330,000);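 active = superoxide response under a set limit, about three screen SD below normal, cut at about 65% in these data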;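 note: yeast aged for seven days with compound at 30 °C before DHE staining; 100% = average MFI of all compound-treated wells on the plate with controls excluded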
PP5 inh: blocks human protein phosphatase 5 activity; P53041; purified PP5c, OMFP substrate fluorescence; inhibition, % at 6.7 µM; actives 0.18% (n = 320,000); AID 1987;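 active = inhibition above the campaign's mean inhibition across all tested compounds plus 3 SD, cut at about 9.5% in these data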;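 note: 0% = DMSO only and 100% = 100 µM cantharidin control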
Target sequence (P53041 whole entry, looked up): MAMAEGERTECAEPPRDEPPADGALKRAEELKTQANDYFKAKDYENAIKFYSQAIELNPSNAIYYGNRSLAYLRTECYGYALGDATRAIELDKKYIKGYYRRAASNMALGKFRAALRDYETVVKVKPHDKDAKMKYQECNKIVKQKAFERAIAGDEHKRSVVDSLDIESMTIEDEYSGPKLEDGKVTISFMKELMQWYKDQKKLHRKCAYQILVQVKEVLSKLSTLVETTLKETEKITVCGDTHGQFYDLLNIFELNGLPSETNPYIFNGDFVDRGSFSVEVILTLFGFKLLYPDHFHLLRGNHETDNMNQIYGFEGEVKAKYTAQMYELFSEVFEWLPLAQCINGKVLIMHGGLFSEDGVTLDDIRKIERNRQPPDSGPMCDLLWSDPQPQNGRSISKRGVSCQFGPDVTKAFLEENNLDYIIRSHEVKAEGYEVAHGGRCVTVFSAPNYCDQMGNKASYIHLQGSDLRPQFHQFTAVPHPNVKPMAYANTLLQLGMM
TPT1 inh: inhibitors of Candida albicans tRNA 2'-phosphotransferase TPT1 | actives 0.81% (n = 300,000) | recombinant caTPT1, FP RNA substrate dephosphorylation | inhibition, % at 5 µM;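 active = inhibition above the mean of all tested compounds plus 3 SD, set per screening campaign, cut at about 24% in these data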;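 note: plate controls were DMSO alone for no effect and ferristatin control at 100 nM for full effect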
EBNA-1 inhibitor: blocks EBNA-1 binding to DNA. inhibition, % at 14.8 µM. EBNA-1 DNA binding, fluorescence polarization. actives 0.34% (n = 300,000); in the data active = inhibition above about 28%
PP1 counter: counter-screen for PP5 inhibitors: inhibitors of human PP1-alpha. actives 0.9% (n = 320,000). P62136. purified PP1alpha, OMFP fluorescence. inhibition, % at 6.7 µM. AID 2235;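 active = inhibition above the mean inhibition of all tested compounds plus 3 SD, computed separately for each screening campaign, cut at about 15% in these data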
Target sequence (P62136 whole entry, looked up): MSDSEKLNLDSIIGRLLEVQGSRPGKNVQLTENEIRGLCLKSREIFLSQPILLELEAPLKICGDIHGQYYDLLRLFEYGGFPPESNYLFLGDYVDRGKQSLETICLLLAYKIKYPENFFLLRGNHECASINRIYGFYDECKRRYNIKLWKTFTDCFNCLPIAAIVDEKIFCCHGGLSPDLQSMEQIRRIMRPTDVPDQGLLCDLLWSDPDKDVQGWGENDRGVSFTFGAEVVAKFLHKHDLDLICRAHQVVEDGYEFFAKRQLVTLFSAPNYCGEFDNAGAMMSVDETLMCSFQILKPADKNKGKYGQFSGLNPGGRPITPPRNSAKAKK
ZTA counter: counter-screen for EBNA-1 inhibitors: inhibitors of Epstein-Barr virus ZTA | actives 0.15% (n = 320,000) | P03206 | ZTA-DNA binding, fluorescence polarization | inhibition, % at 11 µM | AID 2234; in the data active = inhibition above about 33%
Target sequence (P03206 whole entry, looked up): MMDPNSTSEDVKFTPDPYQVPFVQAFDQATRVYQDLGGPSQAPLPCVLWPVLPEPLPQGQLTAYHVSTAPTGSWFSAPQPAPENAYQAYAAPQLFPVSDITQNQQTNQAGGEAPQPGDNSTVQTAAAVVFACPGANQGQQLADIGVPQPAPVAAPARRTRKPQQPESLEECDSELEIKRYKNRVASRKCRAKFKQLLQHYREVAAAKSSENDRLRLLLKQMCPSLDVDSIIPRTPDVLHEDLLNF
HCV core dimer: blocks dimerization of HCV core protein; TR-FRET GST/Flag-core106 dimerization, 1536-well; actives 0.33% (n = 300,000); inhibition, % at 5 µM;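 active = inhibition above the mean of all tested compounds plus 3 SD, set per screening campaign, cut at about 45% in these data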
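System: GST/Flag-tagged HCV core106 proteins. Incubation: compound-protein-antibody incubation 4 h at 22.5 °C. Technique: HTRF with 340 nm excitation, 617/671 nm emission. Medium: KF-containing HEPES buffer, pH 7.45, DTT, CHAPS, BSA. Read-out: inhibition (%) from 671 over 617 nm ratio. Also added: Eu(K)-anti-GST 90 ng/mL plus XL665-anti-Flag 1 µg/mL.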
Fh CTSL1 inh: cathepsin L1 inhibition, PFM18AAP counter-screen. recombinant F. hepatica cathepsin L1, Z-Leu-Arg-MCA fluorescence. inhibition, % at 5.96 µM. actives 0.49% (n = 300,000);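 active = inhibition above the mean of all tested compounds plus 3 SD, set per screening campaign, cut at about 17% in these data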;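 note: 0% = plate median of test compound wells and 100% = 1 µM Z-Phe-Ala-diazomethylketone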
JMJD2C inh: blocks human GASC-1 demethylase activity. Q9H3R0. GST-JMJD2C(1-420) H3K9me3 demethylation, DELFIA europium. inhibition, % at 2.35 µM. actives 0.069% (n = 330,000);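 active = more than half of a compound's replicate wells show inhibition beyond 50%, single wells judged on their own value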;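 note: signal counts dimethyl H3K9 product captured on neutravidin plate; 0% = median of DMSO wells and 100% = 0.3 times that DMSO median; strong numbers were not always called active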
Active calls of the source: *; i = inactive; . = not tested or not shown.

SMILES	CR mimetic SO	PP5 inh	TPT1 inh	EBNA-1 inhibitor	PP1 counter	ZTA counter	HCV core dimer	Fh CTSL1 inh	JMJD2C inh
CC(Nc1c([N+](=O)[O-])c(=O)oc2ccccc12)c1ccccc1 (centres undefined)	108.9	0.3	6.1	-12.9	-4.0	-3.0	-0.6	0.0	1.3
CCOC(=O)C1=C(C)NC(=O)NC1/C(C)=C/c1ccccc1 (centres undefined)	117.8	2.3	-4.0	-4.4	-5.9	3.1	2.5	-1.6	4.1
COC(=O)/C(=C1/Oc2ccc(C)cc2S1)C(F)(F)F	92.2	-1.3	6.2	-7.5	0.6	-1.6	-2.9	5.3	-11.7
CCn1c(-c2ccco2)n[nH]c1=S	91.1	-0.9	-1.5	8.4	-0.9	9.2	2.7	0.9	-8.4
COc1ccccc1NC(=O)CSc1nc2c(oc3ccccc32)c(=O)n1C	124.2	-2.4	-0.8	0.4	-2.7	12.5	1.1	-1.4	-1.2
COC(=O)C(Cc1ccccc1)NC(=O)c1cccc(S(=O)(=O)N(C)C)c1 (centres undefined)	111.7	2.1	-1.4	-22.9	-6.8	-9.0	1.1	-4.7	-4.1
O=C(CSc1nnc(CNc2ccc(F)cc2)n1Cc1ccco1)N1CCCC1	94.8	4.4	-3.2	-2.0	-4.5	-1.4	3.8	-2.0	-3.7
CN(Cc1ccccc1)S(=O)(=O)c1ccc(OCC(=O)N2CCOCC2)cc1	99.5	3.7	3.3	-3.8	-2.6	3.8	-5.0	-2.9	1.8
COc1ccc(NC(C)C(=O)N/N=C/c2cc(Br)ccc2OC)cc1 (centres undefined)	87.6	0.5	-2.2	2.8	-1.9	-1.3	3.3	0.6	-3.1
COCCn1c(-c2ccc(C)cc2)nc2oc3cc(OC)ccc3c(=O)c2c1=O	91.6	3.3	0.5	-2.2	5.3	-28.2	-0.7	12.9	7.4
Cc1cc(C)nc(N(C#N)Cc2cccc([N+](=O)[O-])c2)n1	107.2	-2.1	-2.2	2.4	-4.4	9.3	7.3	4.2	1.1
Cc1occc1C(=O)N1CCN(S(C)(=O)=O)CC1	81.1	2.0	-0.4	3.4	2.2	3.6	-3.0	-1.0	-0.6
CC1CCCN(C(=O)COC(=O)CNC(=O)c2sc3ccccc3c2Cl)C1 (centres undefined)	119.6	-3.2	.	.	1.6	8.3	.	.	5.0
CC1=NN(CCC#N)C(=O)/C1=C/c1ccc(N(C)C)cc1	97.4	-1.1	21.0	5.2	2.7	17.3	-2.5	0.3	-15.7
COc1ccc(NC(=O)[C@@H](NC(=O)N2C[C@H]3C[C@@H](C2)c2cccc(=O)n2C3)C(C)C)cc1OC	97.6	-3.2	-2.3	3.2	-3.4	-3.7	0.4	-1.2	i
O=C(O)c1cc(O)c2c(c1)[C@H]([C@H]1c3cc(C(=O)O)cc(O)c3C(=O)c3c(O[C@@H]4O[C@H](CO)[C@@H](O)[C@H](O)[C@H]4O)cccc31)c1cccc(OC3O[C@H](CO)[C@@H](O)[C@H](O)[C@H]3O)c1C2=O (some centres undefined)	112.8	9.1	74.6*	93.8*	86.3*	13.6	38.0	9.2	-28.3
O=C(C/C=N/OCc1ccc(Cl)cc1Cl)c1ccc(Cl)cc1	101.7	3.5	-1.9	7.6	7.2	-3.7	-2.2	-0.4	-9.2
Cc1c(C2OC(=O)C3(CCCCC3)C(=O)C2(C)C)c(=O)n(-c2ccccc2)n1C (centres undefined)	101.5	3.1	0.6	-16.6	0.2	-2.2	0.4	-0.2	2.5
CC(C)c1nc(CNC(=O)CC2C(=O)NCCN2Cc2ccc(F)cc2Cl)cs1 (centres undefined)	97.3	1.8	3.2	6.5	-2.5	0.6	4.1	3.0	5.6
CC1(C)CC2(CC(c3ccccc3F)c3cc(Cl)c(O)cc3O2)NC(=S)N1 (centres undefined)	95.5	4.5	5.5	-6.3	3.5	0.0	9.7	0.6	-1.9
CCSc1nc2ccccc2n1CCOc1ccccc1	80.3	3.5	-4.3	8.0	0.0	-0.5	0.2	-1.0	16.9
O=C(NC(Cc1c[nH]c2ccccc12)c1nnc2n1CCCCC2)c1ccccc1 (centres undefined)	104.0	0.3	-0.9	-6.3	-0.1	-6.4	-1.5	3.3	-29.2
CCOc1ccc(C)cc1S(=O)(=O)NC1CCCCC1	104.5	0.5	-6.0	-0.1	3.8	-9.6	-9.2	14.6	-0.1
Cc1ccc(-n2nc3c(=O)n(CC(=O)NCCc4ccccc4C)nc(C)c3c2C)cc1	92.4	2.1	-2.1	2.5	7.9	11.7	6.7	-2.9	-23.0
O=C(Cc1ccccc1)NNc1c2ccccc2nc2ccccc12	99.7	3.2	-0.5	-2.5	-2.6	21.6	-23.8	-1.1	0.2
O=C(CSc1nnnn1C1CCCC1)N1CCOCC1	81.5	0.6	-5.7	-6.3	-2.9	-3.6	-2.9	-8.1	0.4
CCOC(=O)c1sc(=S)n(CC)c1NC(=O)C1CC1	103.0	0.8	-0.7	-3.6	-2.5	7.1	8.4	1.7	11.8
Cc1cccc(C2c3[nH]c4ccccc4c3CCN2C(=O)c2ocnc2C)n1 (centres undefined)	107.6	-1.8	-0.3	-0.4	-5.3	8.2	-2.2	0.4	-2.5
O=C1[C@H](CC[C@H](O)c2ccc(F)cc2)[C@@H](c2ccc(O)cc2)N1c1ccc(F)cc1	90.0	5.5	-3.5	3.3	4.1	-6.9	0.8	-4.1	2.0
CCC(=O)Nc1c(OC(=O)CC)ccc2c(C)cc(=O)oc12	90.1	1.8	-3.1	7.3	-1.9	-11.8	-3.4	-0.3	0.1
Fc1ccc(C(c2nnnn2C2CCCCC2)N2CCCC2)cc1 (centres undefined)	108.1	1.8	-2.2	-1.0	-3.2	-16.9	6.2	-1.6	-1.2
COc1ccccc1OCCCC(=O)Nc1ccc(N2CCOCC2)cc1	104.3	1.1	-3.5	-8.1	-3.6	-4.6	-3.8	-2.2	-14.4
CCC(=O)NC(=S)NNC(=O)c1ccc(OC)cc1	96.8	-0.4	-1.9	14.4	-0.7	7.9	-7.0	-4.4	-9.5
COc1ccc([N+](=O)[O-])cc1C(=O)C(=O)c1ccccc1	109.2	2.5	3.2	-5.7	0.7	3.9	0.5	-1.4	-10.6
CCO[C@@H]1OC(C(=O)Nc2ccccc2)=C[C@H](c2csc3ccccc23)[C@H]1CCCO	95.2	1.6	-3.0	-0.8	1.5	-9.6	5.1	3.4	-1.6
CC(C)(C)c1cc(=O)n(-c2ccccc2)[nH]1	95.8	2.2	-2.3	-2.4	-2.7	-2.3	-1.6	10.9	3.6
Cc1ccc(NC(=O)C(C)c2ccc(-c3ccccc3)c(F)c2)cc1 (centres undefined)	98.6	6.8	1.2	-26.3	-1.3	0.7	2.3	2.0	4.0
CCOc1nc(NC2CCCCC2)nc(NC(C)(C)C)n1	84.2	-1.0	-4.4	9.9	-2.9	6.9	-1.8	2.8	74.6
CN(C)S(=O)(=O)c1ccc(NC(=O)COC(=O)c2n[nH]c3ccccc23)cc1	88.4	3.7	-3.5	-4.3	-3.3	-2.4	15.1	-2.7	3.9
CCn1c(SCC(=O)N2CCCCC2C)nc2c1c(=O)n(C)c(=O)n2C (centres undefined)	94.3	-0.4	1.4	-8.6	-0.2	-1.1	-11.9	0.7	2.1

Continued; it opens with the 6 that closed the last part.
SMILES	CR mimetic SO	PP5 inh	TPT1 inh	EBNA-1 inhibitor	PP1 counter	ZTA counter	HCV core dimer	Fh CTSL1 inh	JMJD2C inh
CCO[C@@H]1OC(C(=O)Nc2ccccc2)=C[C@H](c2csc3ccccc23)[C@H]1CCCO	95.2	1.6	-3.0	-0.8	1.5	-9.6	5.1	3.4	-1.6
CC(C)(C)c1cc(=O)n(-c2ccccc2)[nH]1	95.8	2.2	-2.3	-2.4	-2.7	-2.3	-1.6	10.9	3.6
Cc1ccc(NC(=O)C(C)c2ccc(-c3ccccc3)c(F)c2)cc1 (centres undefined)	98.6	6.8	1.2	-26.3	-1.3	0.7	2.3	2.0	4.0
CCOc1nc(NC2CCCCC2)nc(NC(C)(C)C)n1	84.2	-1.0	-4.4	9.9	-2.9	6.9	-1.8	2.8	74.6
CN(C)S(=O)(=O)c1ccc(NC(=O)COC(=O)c2n[nH]c3ccccc23)cc1	88.4	3.7	-3.5	-4.3	-3.3	-2.4	15.1	-2.7	3.9
CCn1c(SCC(=O)N2CCCCC2C)nc2c1c(=O)n(C)c(=O)n2C (centres undefined)	94.3	-0.4	1.4	-8.6	-0.2	-1.1	-11.9	0.7	2.1
O=C(O)Cn1c2c(c3ccccc31)CCCC2	86.6	3.7	-18.6	0.2	2.0	-22.3	22.6	0.3	-8.6
Cc1cccn2c(=O)c3cc(C(=O)NC(C)c4ccccc4)c(=N)n(CCCn4ccnc4)c3nc12 (centres undefined)	92.3	0.4	2.5	-5.6	-3.1	11.8	0.2	3.2	-2.0
O=C(N/N=C/c1ccccc1C(=O)O)c1ccccc1Br	97.6	-0.9	3.5	4.7	-6.7	1.9	2.7	0.8	0.8
Cc1ccc(-n2nnnc2SCC(=O)Nc2cccnc2Cl)cc1	99.4	0.8	0.2	7.2	-2.5	-5.5	-2.6	-1.4	-2.9
COc1ccc(C2(c3ccc(OC)cc3)NC(=O)N(CC(=O)N(C)c3ccccc3)C2=O)cc1	103.0	4.8	1.4	-7.0	-0.7	1.0	9.8	-0.7	5.6
N#C/C(=N\Nc1cccc([N+](=O)[O-])c1)C(=O)c1ccc(Br)cc1	97.5	2.0	1.6	8.9	12.9	14.5	27.6	2.1	-1.7
O=C(CSc1nnc(NC(=O)c2ccco2)s1)Nc1ccc(F)cc1F	107.4	-0.6	-0.5	7.4	-5.1	8.0	1.5	-1.2	-2.2
CCN(C(=O)COC(=O)c1ccc(C=O)cc1)c1c(N)n(Cc2ccccc2)c(=O)[nH]c1=O	75.0	-0.3	.	.	4.4	-10.0	.	.	2.4
Cc1no[n+]([O-])c1COc1ccc(/C=C2\NC(=S)NC2=O)cc1	97.9	1.4	7.8	3.2	14.0	5.4	16.5	-5.5	4.5
O=C(NCc1ccccc1F)c1ccc2c(c1)OCO2	100.9	1.6	1.0	6.2	-3.0	-5.9	-6.0	-0.9	-3.0
O=C(NCc1nc(-c2ccc(C(F)(F)F)cc2)no1)Nc1cc(Cl)cc(Cl)c1	120.8	4.0	0.5	-8.7	-3.0	2.9	-0.6	-0.1	-1.2
Cc1ncc(S(=O)(=O)c2ccccc2)c(-c2ccc(Cl)cc2Cl)n1	104.2	2.0	-1.3	5.2	-1.0	8.1	2.6	-1.7	5.0
O=C(c1cc(COc2ccc(F)cc2Cl)on1)N1CCCCCC1	83.7	4.0	-2.4	7.9	0.8	-1.6	9.5	5.4	-7.4
Cc1cc(NC(=O)CN2C(=O)CC(c3ccco3)Sc3ccccc32)no1 (centres undefined)	98.9	1.9	2.8	5.5	3.0	-15.5	8.8	3.6	-19.5
Cc1cccc(C(=O)NC2CCN(CC(=O)NCc3cccs3)CC2)c1	95.3	-1.3	0.0	1.2	2.6	13.9	-1.1	-3.7	3.3
O=C(c1ccccc1Cc1ccccc1)N1CCN(S(=O)(=O)c2ccccc2F)CC1	89.6	1.4	.	.	1.7	4.4	.	.	4.1
Oc1cccc2ccc(/C=C/c3ccc(Br)s3)nc12	90.1	2.5	-3.1	7.8	13.4	12.3	0.7	4.0	0.6
CC(C)(C)NC(=O)C(c1ccc(F)cc1)N(Cc1ccccc1Cl)C(=O)c1ccn[nH]1 (centres undefined)	98.0	0.9	2.9	-3.7	-1.5	-4.1	2.9	-2.3	-0.3

Screening data (PubChem)
